High-throughput results as filed in PubChem BioAssay.
F508del corr – CFTR F508del correction in bronchial cells; CFBE cells, YFP halide quenching; stimulated with forskolin plus potentiator P3; % fluorescence drop versus neutral controls; activity (quench increase), % at 7.58 µM; hit rate 0.36% among 350,000; AID 720511;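 active means mean added fluorescence quench of at least 8% versus neutral control, with both replicates also reaching 8%; inconclusive means only one of the mean or replicate conditions met; inactive means mean below 8% and not both replicates reaching 8%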;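 further: cells transiently co-express mutant CFTR-F508del with the halide-sensitive YFP; corrector assay measuring rescue of mutant channel to the surface after 24 h compound exposure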
ARNT TACC3 PPI – disrupts binding between human ARNT and TACC3; Q9Y6A5; AlphaScreen His-ARNT PAS-B/GST-TACC3 binding, luminescence; TACC3 fragment carries E629A point mutation; inhibition, % at 9.99 µM; hit rate 0.66% among 390,000;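 active means mean inhibition of replicates at least 50% and at least half of replicates each reaching 50%; inconclusive means half or more replicates reach 50% but mean below 50%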;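 further: 0% = complete ARNT plus TACC3 wells and 100% = ARNT alone without TACC3; many hits fall short of the cut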
Xi reactivation – X-chromosome reactivation activator. activation, % at 7.58 µM. XiGFP mouse fibroblasts, % GFP-positive cells imaging, 3 d; cells co-treated with 5-aza-dC sensitizer; scaled so ellipticine positive control = 100%. hit rate 0.055% among 360,000;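 active means mean normalized replicate activation at least 10% and every replicate at or above 10%; inconclusive means only one of the two criteria met; inactive means mean below 10% and not all replicates reach 10%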;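 further: 0% = median of on-plate neutral control wells and 100% = ellipticine 6 µM median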
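assay system = SV40-immortalized XiGFP fibroblast cells, line 68-5-11 | buffer or medium = DMEM plus 5-aza-dC sensitizer | doses = single-point pinned compound dosing | times = 3-day compound exposure, then 15 min fixation at room temperature | benchmarks = positive control ellipticine, 6 µM final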
RAD52 inh – inhibitors of human RAD52 DNA annealing. inhibition, % at 18.7 µM. hit rate 0.46% among 360,000. P43351. recombinant RAD52 DNA annealing, FRET fluorescence;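 active means every replicate showing at least 50% inhibition; inconclusive means mean inhibition at least 50% but not in every replicate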
ERAP1 HTS inh – ERAP1 (human) enzyme inhibition; recombinant ERAP1, Leu-AMC fluorescence, 60 min; hit rate 0.15% among 340,000; inhibition, % at 10.7 µM; Q9NZ08;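 active means mean replicate inhibition of at least 30%, or all replicates individually reaching that 30% level; inactive means mean below 30% and not every replicate reaching it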;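 further: 0% = neutral control wells and 100% = L-leucinethiol positive control wells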
RAD54 inh – inhibitors of human RAD54 branch migration | hit rate 0.14% among 360,000 | RAD54 Holliday junction branch migration, FAM/BHQ fluorescence | Q92698 | inhibition, % at 10.4 µM;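 active means mean normalized replicate activity at least 40 and at least half of replicates scoring 40 or more; inconclusive means only one of the two criteria met; inactive means mean below 40 and under half of replicates reaching 40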;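 further: 0% = median of neutral control wells and 100% = median of positive control wells; inhibitors cause a drop in the FAM fluorescence signal; in these data hits start at about 50%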
Target sequence (Q92698 whole entry, looked up): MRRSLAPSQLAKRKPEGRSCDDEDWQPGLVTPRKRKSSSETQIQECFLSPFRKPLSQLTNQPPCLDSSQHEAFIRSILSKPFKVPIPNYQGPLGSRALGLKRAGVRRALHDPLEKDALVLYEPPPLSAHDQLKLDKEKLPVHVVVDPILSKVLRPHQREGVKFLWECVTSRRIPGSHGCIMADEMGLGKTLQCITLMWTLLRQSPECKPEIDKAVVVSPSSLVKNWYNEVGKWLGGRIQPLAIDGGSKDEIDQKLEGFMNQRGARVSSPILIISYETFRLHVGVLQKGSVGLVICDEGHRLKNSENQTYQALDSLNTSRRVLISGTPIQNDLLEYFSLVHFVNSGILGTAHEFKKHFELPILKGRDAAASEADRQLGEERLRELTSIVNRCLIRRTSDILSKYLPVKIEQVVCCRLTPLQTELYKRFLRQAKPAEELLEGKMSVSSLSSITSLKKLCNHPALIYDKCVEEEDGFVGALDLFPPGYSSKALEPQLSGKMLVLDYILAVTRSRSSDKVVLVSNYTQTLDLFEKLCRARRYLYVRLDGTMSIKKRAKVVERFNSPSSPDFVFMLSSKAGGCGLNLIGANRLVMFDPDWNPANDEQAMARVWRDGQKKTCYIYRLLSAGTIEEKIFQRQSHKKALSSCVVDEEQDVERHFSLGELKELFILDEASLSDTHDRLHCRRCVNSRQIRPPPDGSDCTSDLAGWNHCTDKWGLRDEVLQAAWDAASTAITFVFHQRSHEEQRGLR
GSIS activator – GLuc luminescence reporter in INS-1E cells, primary screen for activators of glucose-dependent secretion of insulin; INS-1E GLuc reporter insulin secretion, 2-3 h; activation, % at 16.6 µM; hit rate 0.61% among 370,000;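 active means lowest replicate activation of at least 40%, so every replicate reaches that level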;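 further: 0% = median of neutral control wells and 100% = median of IBMX positive control wells; some compounds called inactive have numbers as strong as hits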
esBAF inh – blocks esBAF chromatin remodeling in mouse ES cells. Bmi1-luciferase knock-in reporter, 24 h; 100% = twice the neutral-well signal. reporter increase, % at 12.5 µM. hit rate 2% among 350,000; in the data active means activation above about 40%; inconclusive means no clear call, values can overlap the other calls;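 further: 0% = median of the plate's neutral control wells and 100% = double that signal; a rise in the Bmi1 reporter signal indicates esBAF inhibition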
Active calls of the source: *. Rows were taken by chance. Share with any hit: about 3.3%.

Results for CN(C(=O)CSc1nc(O)cc(=O)n1-c1ccccc1F)c1ccccc1 ?
F508del corr: 0.9; ARNT TACC3 PPI: -6.3; Xi reactivation: 0.0; RAD52 inh: -31.5; ERAP1 HTS inh: -2.3; RAD54 inh: 10.3; GSIS activator: 2.0; esBAF inh: 3.9

Results for O=C(CNC(=O)N1CC(=O)Nc2ccccc21)Nc1ccc(Cl)cc1 ?
F508del corr: 4.1; ARNT TACC3 PPI: -1.5; Xi reactivation: 0.0; RAD52 inh: -9.5; ERAP1 HTS inh: 1.9; RAD54 inh: 7.2; GSIS activator: -13.3; esBAF inh: -7.2

How did O=C(CNC(=O)c1ccccc1Br)N/N=C/c1ccccc1O do in these assays?
F508del corr: -1.1; ARNT TACC3 PPI: 2.1; Xi reactivation: 0.1; RAD52 inh: -21.0; ERAP1 HTS inh: 0.9; GSIS activator: -5.7

What do the screens show for `C[C@@H]1CN([C@@H](C)CO)C(=O)c2cccc(NC(=O)c3cnccn3)c2O[C@H]1CN(C)C(=O)Nc1ccccc1`?
F508del corr: 1.3; ARNT TACC3 PPI: 6.8; Xi reactivation: -0.1; RAD52 inh: -66.2; ERAP1 HTS inh: 0.1; RAD54 inh: 0.6; GSIS activator: 1.2; esBAF inh: -1.7

How did O=C(NCc1ccc(F)cc1)C1CCCN(S(=O)(=O)c2ccc(-n3cnnn3)cc2)C1 (stereo unspecified) do in these assays?
F508del corr: -0.9; ARNT TACC3 PPI: -1.3; Xi reactivation: 0.6; RAD52 inh: -6.8; ERAP1 HTS inh: -3.4; RAD54 inh: 8.4; GSIS activator: 14.8; esBAF inh: -2.2

What do the screens show for `COC(=O)c1nn(-c2ccccc2)c(Cl)c1/C=N/OCc1c(Cl)cccc1Cl`?
F508del corr: -1.4; ARNT TACC3 PPI: 1.9; Xi reactivation: 0.0; RAD52 inh: -1.5; ERAP1 HTS inh: -2.6; RAD54 inh: -13.0; GSIS activator: 3.6; esBAF inh: -0.3

What do the screens show for `Nc1nc(F)cc(N2CCCCCC2)n1`?
F508del corr: 1.4; ARNT TACC3 PPI: 0.3; Xi reactivation: 0.5; RAD52 inh: -5.2; ERAP1 HTS inh: 1.1; GSIS activator: 17.9

How did CCOc1ccc(-n2nc3ccc(NC(=O)CC)cc3n2)cc1 do in these assays?
F508del corr: 1.9; ARNT TACC3 PPI: -3.2; Xi reactivation: 0.1; RAD52 inh: -18.2; ERAP1 HTS inh: -0.7; RAD54 inh: -0.8; esBAF inh: 14.8

What do the screens show for `CN(C)c1ccc(C=C2C=C(c3ccccc3)OC2=O)cc1`?
F508del corr: 7.5; Xi reactivation: 0.0; RAD52 inh: -8.9; ERAP1 HTS inh: -0.7; RAD54 inh: -1.9; esBAF inh: 32.0

How did O=C(COc1cccc(C(F)(F)F)c1)NCC(c1ccco1)N1CCCC1 (stereo unspecified) do in these assays?
F508del corr: -1.9; ARNT TACC3 PPI: 0.8; Xi reactivation: 0.2; RAD52 inh: -29.8; ERAP1 HTS inh: -2.3; RAD54 inh: 7.9; GSIS activator: -8.9; esBAF inh: -5.9

How did CC(C)(C)c1cc(C(=O)N/N=C/c2ccc([N+](=O)[O-])s2)n[nH]1 do in these assays?
F508del corr: 1.8; ARNT TACC3 PPI: -0.6; Xi reactivation: 0.0; RAD52 inh: -16.7; ERAP1 HTS inh: 0.9; RAD54 inh: 7.9; esBAF inh: -66.6

How did CCCC(=O)Nc1ccc2c(c1)C(=O)N(C)C[C@@H](OC)[C@@H](C)CN(CC1CCOCC1)[C@H](C)CO2 do in these assays?
F508del corr: 3.2; Xi reactivation: 0.2; GSIS activator: 11.5; esBAF inh: 0.6

Results for COc1ccc(/C=C/C(=O)C2CC2)cc1COc1cccc(C)c1C ?
F508del corr: -3.1; ARNT TACC3 PPI: -1.7; Xi reactivation: 0.0; RAD52 inh: -9.6; ERAP1 HTS inh: 2.2; RAD54 inh: -0.9

What do the screens show for `Cc1cccc(NC(=O)c2ccc3c(c2)CCN3S(C)(=O)=O)c1C`?
F508del corr: 1.1; ARNT TACC3 PPI: -4.0; Xi reactivation: 0.0; RAD52 inh: -3.0; ERAP1 HTS inh: -1.8; RAD54 inh: 0.5; GSIS activator: -7.0; esBAF inh: 14.2

How did COc1ccc(-c2ccc3[nH]c4c(c3c2)CCN2C(=O)[C@@H]([C@H](C)O)[C@@H](N(C)C(=O)Nc3ccc(F)cc3)C[C@@H]42)cc1 do in these assays?
F508del corr: 0.0; Xi reactivation: inconclusive; RAD52 inh: -42.2; ERAP1 HTS inh: -2.2; RAD54 inh: -4.3; esBAF inh: 9.7

Results for C[C@H](CO)N1C[C@H](C)[C@@H](CN(C)Cc2ccc(Cl)c(Cl)c2)Oc2ccc(NC(=O)Cc3cn(C)c4ccccc34)cc2CC1=O ?
F508del corr: 3.6; Xi reactivation: -0.1; RAD52 inh: -15.2; ERAP1 HTS inh: 0.0; RAD54 inh: 11.1; GSIS activator: 5.6; esBAF inh: 1.7

Results for Cc1nn(CC(=O)Nc2cccc(S(N)(=O)=O)c2)c(C)c1[N+](=O)[O-] ?
ARNT TACC3 PPI: 1.9; Xi reactivation: 0.1; RAD54 inh: -11.3; GSIS activator: -0.7

How did O=C(NCC1COc2ccccc2O1)c1ccc(NC(=O)C(c2ccccc2)c2ccccc2)cc1 (stereo unspecified) do in these assays?
ARNT TACC3 PPI: 4.4; Xi reactivation: 0.1; RAD52 inh: -7.5; ERAP1 HTS inh: 0.1; RAD54 inh: -5.8; GSIS activator: 19.2; esBAF inh: -5.5

How did O=C(c1ccc(F)cc1)N1CCCCN2[C@H](C1)[C@@H](c1ccc(-c3ccc(F)cc3)cc1)[C@@H]2CO do in these assays?
F508del corr: -4.0; ARNT TACC3 PPI: 13.7; RAD52 inh: 18.3; ERAP1 HTS inh: -0.1; RAD54 inh: 0.0

What do the screens show for `COCC(=O)Nc1ccc2c(c1)C(=O)N(C)C[C@H](OC)[C@H](C)CN(C)[C@@H](C)CO2`?
F508del corr: -1.8; ARNT TACC3 PPI: -3.8; Xi reactivation: -0.1; RAD52 inh: -3.3; ERAP1 HTS inh: 1.5; RAD54 inh: 1.4; GSIS activator: 9.1; esBAF inh: 1.3

What do the screens show for `CCN(CC)CCOC(=O)c1ccc2c(c1)OCCO2`?
F508del corr: 0.3; ARNT TACC3 PPI: -0.2; RAD52 inh: 9.6; ERAP1 HTS inh: 5.1; RAD54 inh: -2.2; GSIS activator: -7.2; esBAF inh: 12.7

Results for O=C(O)CC12CC3CC(C1)CC(n1ncc(NCc4ccc(F)cc4Cl)c(Cl)c1=O)(C3)C2 ?
F508del corr: 3.3; ARNT TACC3 PPI: -5.7; Xi reactivation: 0.0; RAD52 inh: -11.9; ERAP1 HTS inh: 0.7; GSIS activator: 5.1

How did Cc1ccc(S(=O)(=O)Nc2ccc3c(c2)C(=O)N([C@@H](C)CO)C[C@H](C)[C@H](CN(C)S(=O)(=O)c2cccs2)O3)cc1 do in these assays?
F508del corr: -1.4; ARNT TACC3 PPI: -1.9; Xi reactivation: -0.2; RAD52 inh: -6.9; ERAP1 HTS inh: 0.8; RAD54 inh: -8.0; GSIS activator: -3.8; esBAF inh: -1.7

How did O=C(CS(=O)(=O)c1ccccc1)NC1CCCCC1 do in these assays?
F508del corr: -3.9; ARNT TACC3 PPI: 0.6; Xi reactivation: 0.1; RAD52 inh: -9.1; ERAP1 HTS inh: 7.2; RAD54 inh: -6.5; esBAF inh: 1.8

What do the screens show for `O=C1[C@@H]2Cc3c([nH]c4ccccc34)C(c3ccccc3)N2C(=O)CN1C1CCN(Cc2ccccc2)CC1` (stereo partly specified)?
F508del corr: 2.7; ARNT TACC3 PPI: 6.0; Xi reactivation: 0.0; RAD52 inh: -12.8; ERAP1 HTS inh: 1.7; RAD54 inh: 4.9; GSIS activator: -33.8; esBAF inh: -8.5

What do the screens show for `CCC(=O)c1ccc(OCC(=O)NCCC2=CCCCC2)c(OC)c1`?
F508del corr: -1.0; ARNT TACC3 PPI: -0.6; Xi reactivation: 0.0; RAD52 inh: -7.7; ERAP1 HTS inh: -0.9; RAD54 inh: -2.8; GSIS activator: -1.9; esBAF inh: -0.8

Results for OC[C@H]1Nc2ccc(-c3ccc(F)cc3)cc2[C@@H]2[C@H]1CCN2Cc1ccc(F)cc1 ?
F508del corr: 1.8; ARNT TACC3 PPI: 8.8; Xi reactivation: 0.0; RAD54 inh: -4.6; GSIS activator: -16.4; esBAF inh: 23.3

How did N#C[C@@H]1N[C@@H](CO)[C@@H]1c1ccc(C2=CCCCC2)cc1 do in these assays?
F508del corr: 1.5; ARNT TACC3 PPI: 14.6; Xi reactivation: 0.0; RAD52 inh: -12.1; ERAP1 HTS inh: -4.2; RAD54 inh: 0.9; GSIS activator: 3.2; esBAF inh: -3.2

Results for S=c1[nH]nc(Cc2ccccc2)n1Cc1ccco1 ?
F508del corr: 0.6; ARNT TACC3 PPI: -0.5; RAD52 inh: -10.8; ERAP1 HTS inh: 3.5; RAD54 inh: -7.3; GSIS activator: 19.4; esBAF inh: -1.0

Results for COc1cc(SC)ccc1C(=O)N1CCN(c2ccccc2F)CC1 ?
F508del corr: -3.2; ARNT TACC3 PPI: 5.6; Xi reactivation: 0.0; RAD52 inh: 3.6; ERAP1 HTS inh: 1.4; GSIS activator: -22.3

Results for Cc1ccc(C)c(NS(=O)(=O)c2ccc(-n3cccn3)cc2)c1 ?
F508del corr: -7.1; Xi reactivation: 0.2; RAD52 inh: 7.3; ERAP1 HTS inh: -2.0; RAD54 inh: -14.1; GSIS activator: 8.4; esBAF inh: -13.3

How did CCOc1ccc(NC(=O)COC(=O)CCCc2c[nH]c3ccccc23)cc1 do in these assays?
ARNT TACC3 PPI: 1.6; RAD54 inh: 1.4; GSIS activator: 16.5; esBAF inh: -6.3

Results for COC(=O)NC(=S)N1CCOCC1 ?
ARNT TACC3 PPI: 1.5; Xi reactivation: 0.0; RAD54 inh: -3.5; GSIS activator: 5.1; esBAF inh: -3.4

What do the screens show for `CC(C)N(CC(N)=O)C(=O)c1sc2cc(F)ccc2c1Cl`?
F508del corr: -0.4; Xi reactivation: -0.1; RAD52 inh: -6.5; ERAP1 HTS inh: -1.1; GSIS activator: -5.9

Results for O=C(CCc1ccccc1)Nc1ccccc1OC(=O)c1ccccc1 ?
F508del corr: -3.0; ARNT TACC3 PPI: 8.0; Xi reactivation: 0.1; RAD52 inh: -6.1; ERAP1 HTS inh: 2.6; RAD54 inh: 1.4; GSIS activator: -9.0; esBAF inh: 29.6

How did Cc1ccc(S(=O)(=O)C2(C(=O)Nc3ccc(Br)cc3)CC2)cc1 do in these assays?
F508del corr: -3.0; ARNT TACC3 PPI: -1.0; Xi reactivation: 0.0; RAD52 inh: -5.6; ERAP1 HTS inh: 10.7; GSIS activator: -5.8

Results for O=C(Nc1ccccc1F)C1CCCN1S(=O)(=O)c1ccc(Cl)cc1 (stereo unspecified) ?
F508del corr: 1.7; ARNT TACC3 PPI: -2.7; Xi reactivation: 0.3; RAD52 inh: -6.1; ERAP1 HTS inh: 9.1; RAD54 inh: -8.5; esBAF inh: 5.5

How did CCc1cnc(N2[C@H](CO)[C@@H](c3ccc(C4=CCCC4)cc3)[C@@H]2C#N)s1 do in these assays?
F508del corr: -2.4; ARNT TACC3 PPI: 7.0; Xi reactivation: -0.1; RAD52 inh: -11.3; ERAP1 HTS inh: 1.0; RAD54 inh: 3.3; GSIS activator: 4.7; esBAF inh: 7.9

What do the screens show for `Cc1ccc2nc(SC(C)C(=O)Nc3cccc([N+](=O)[O-])c3)[nH]c2c1` (stereo unspecified)?
ARNT TACC3 PPI: 2.2; Xi reactivation: 0.0; RAD54 inh: -1.4; GSIS activator: -29.7
